Source: PubChem
Shiga toxin inh – A qHTS for Small Molecule Inhibitors of Shiga Toxin | Vero cells, Shiga toxin protein synthesis inhibition reporter | inhibition, % at 38.7 µM | actives 9.2% (n = 290,000) | AID 2315, 2010; in the data active = inhibition mostly above about 28%, no sharp cut-off; inactive = mostly below about 43%; note: 0% is about no effect
Pf growth 48h – Primary qHTS for delayed death inhibitors of the malarial parasite plastid, 48 hour incubation; P. falciparum luciferase growth in erythrocytes, 48 h; Potency, µM (series often up to 28.7 µM), for the others: at the top dose activity change, negative = inhibition, usual class: inhibitors; actives 5.9% (n = 310,000); note: potency is the fitted concentration of half-maximal effect; % is set by controls: 0 for no effect and ±100 for the full control effect
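Luminescence readout; reporter = integrated firefly luciferase in P. falciparum. RBC culture at 2% hematocrit, 0.1% parasitemia final, 37 C/5% CO2; decreased signal taken as growth inhibition.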
FBPA Giardia inh – qHTS Assay for Inhibitors of Fructose-1,6-bisphosphate Aldolase from Giardia Lamblia; A8B2U2; purified Giardia FBPA; Potency, µM (highest dose often 59.6 µM), without a hit: at the highest dose activity, negative = inhibition, usual class: inhibitors; actives 0.71% (n = 290,000); AID 2451, 2010; note: potency is the fitted concentration of half-maximal effect; % is set by controls: 0 for no effect and ±100 for the full control effect; nearly all actives have a fitted effect of over 55% in size
Target sequence (A8B2U2 whole entry, looked up): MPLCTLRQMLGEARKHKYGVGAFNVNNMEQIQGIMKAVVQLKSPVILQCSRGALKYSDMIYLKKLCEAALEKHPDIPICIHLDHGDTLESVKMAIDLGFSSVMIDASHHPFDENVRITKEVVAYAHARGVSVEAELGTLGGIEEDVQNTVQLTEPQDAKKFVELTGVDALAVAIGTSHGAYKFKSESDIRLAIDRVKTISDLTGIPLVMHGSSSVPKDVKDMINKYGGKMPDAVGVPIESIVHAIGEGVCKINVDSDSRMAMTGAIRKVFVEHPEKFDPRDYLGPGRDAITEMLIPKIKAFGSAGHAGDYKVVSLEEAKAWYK
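40 nM FBPA preincubated 10 min at RT with compound (up to 57.5 uM final), then substrate plus GAPDH/TPI/NAD/arsenate coupling and diaphorase/resazurin added. Fluorescence read after 20 min at RT, 525/598 nm.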
CHX counter – Cycloheximide Counterscreen for Small Molecule Inhibitors of Shiga Toxin | actives 12% (n = 300,000) | max response, % | cell reporter, cycloheximide protein synthesis inhibition counterscreen; in the data active = max response mostly above about 13%, no sharp cut-off; inactive = mostly below about 14%; note: read at 38.3 µM for the half of the compounds with a filed dose; 0% is about no effect
HCV inhibitor – qHTS Assay for Inhibitors of Hepatitis C Virus (HCV); Huh7.5.1 HCVcc-Cre infection, luciferase reporter, 44 h; Potency, µM (series often up to 41.8 µM), for inactives: at the highest dose activity change, negative = inhibition, usual class: inhibitors; actives 3.4% (n = 340,000); AID 651820, 2012; note: potency is the fitted concentration of half-maximal effect; % is set by controls: 0 for no effect and ±100 for the full control effect
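Infectious HCV cell culture screen: compound-treated cells (1,000/well, pre-plated 4 h) are infected with HCVcc-Cre at roughly 0.5 moi and grown 44 h. Infection is quantified by luciferase signal after 15 min substrate incubation at room temperature.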
Pf growth 96h – Primary qHTS for delayed death inhibitors of the malarial parasite plastid, 96 hour incubation | P. falciparum luciferase reporter growth, 96 h | AID 504834, 2011 | actives 6.9% (n = 320,000) | Potency, µM (doses to about 28.7 µM), for the others: top-dose activity change, negative = inhibition, most hits filed as inhibitors; note: potency is the fitted concentration of half-maximal effect; % is set by controls: 0 for no effect and ±100 for the full control effect
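Two-generation exposure (96 h) targets delayed-death phenotype. Reporter parasites carrying integrated firefly luciferase, in red cells at 2% hematocrit and 0.05% parasitemia final, kept at 37 C, 5% CO2; luminescence loss indicates inhibition.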
* = called active by the depositor; ? = inconclusive; . = not tested or not shown; & = joins results of further samples; [ ] = dose if it differs, or a comment. Unless noted, calls come from the whole dose curve; as a rule, active = well fitted curve in the direction sought with a large enough effect; inconclusive = small, poorly fitted or top-dose-only effect, or another doubt; inactive = no such curve, though single readings can be large; an effect the other way counts as inactive or inconclusive.

The opening 6 compounds, to show the layout:
1) COc1ccc(C2C(C#N)=C(N)N(N(C)C)C3=C2C(=O)CC(C)(C)C3)cc1 (configuration not stated)
2) O=C(Nc1ccc(S(=O)(=O)N2CCCCC2)cc1)c1cnccn1
3) O=C(NC1CCCCCC1)c1cc2n(n1)C(C(F)(F)F)CC(c1ccco1)N2 (configuration not stated)
4) O=c1sc(Nc2ccccc2)nc2ccsc12
5) CC(=NCC1CCCO1)c1c(O)n(-c2ccccc2C)c(=O)[nH]c1=O (configuration not stated)
6) CN=C1CC(C)(C)CC(=O)/C1=C(/O)CCC(=O)NC

assay / entry	1	2	3	4	5	6
Shiga toxin inh	-6	-2	-12	92*	-8	-10
Pf growth 48h	3%	5%	.	.	-12%	107%[activator]
FBPA Giardia inh	-18%	4%	3%	-1%	4%	-2%
CHX counter	1	-3	10	80*	1	-2
HCV inhibitor	21%	-20%	12%	-27%	6%	0%
Pf growth 96h	166%[activator]	?	20%	?	8%	?

This part in full (from the top)
1) COc1ccc(C2C(C#N)=C(N)N(N(C)C)C3=C2C(=O)CC(C)(C)C3)cc1 (configuration not stated)
2) O=C(Nc1ccc(S(=O)(=O)N2CCCCC2)cc1)c1cnccn1
3) O=C(NC1CCCCCC1)c1cc2n(n1)C(C(F)(F)F)CC(c1ccco1)N2 (configuration not stated)
4) O=c1sc(Nc2ccccc2)nc2ccsc12
5) CC(=NCC1CCCO1)c1c(O)n(-c2ccccc2C)c(=O)[nH]c1=O (configuration not stated)
6) CN=C1CC(C)(C)CC(=O)/C1=C(/O)CCC(=O)NC
7) Cc1cc(NC(=O)CSc2nc(C(C)(C)C)nc3ccccc23)no1
8) C=C[C@@H]1c2cc(C)ccc2N(S(=O)(=O)c2ccc(C)cc2)[C@H](c2ccc(OC(C)=O)cc2)C1(C#N)C#N

assay / entry	1	2	3	4	5	6	7	8
Shiga toxin inh	-6	-2	-12	92*	-8	-10	-37	.
Pf growth 48h	3%	5%	.	.	-12%	107%[activator]	-9%	?
FBPA Giardia inh	-18%	4%	3%	-1%	4%	-2%	3%	.
CHX counter	1	-3	10	80*	1	-2	7	.
HCV inhibitor	21%	-20%	12%	-27%	6%	0%	?	8.9µM*
Pf growth 96h	166%[activator]	?	20%	?	8%	?	?	?

9) OCCSc1nc(-c2cccnc2)nc2ccccc12
10) CC(C)(C)CC(=O)Nc1nnc(SCC(=O)N2CCCCC2)s1
11) CCCn1c(SCC(=O)Nc2ccccc2OC)nnc1-c1ccco1
12) N#C/C(C(=O)N1CCOCC1)=C1/SC(Cc2ccc(F)cc2)C(=O)N1c1ccccc1 (configuration not stated)
13) Cc1ccccc1OCCCn1c(=O)sc2ccccc21
14) COc1cc(/C=C2/C(=O)NN(c3cccc(Cl)c3)C2=O)cc(Br)c1O
15) COc1ccc(S(=O)(=O)NCc2ccc(C(=O)O)cc2)cc1
16) CCOc1ccc(OCC(=O)OCC(=O)NCC2CCCO2)cc1 (configuration not stated)

assay / entry	9	10	11	12	13	14	15	16
Shiga toxin inh	3	9	-14	-7	106*	0	-1	.
Pf growth 48h	0%	-15%	-18%	-2%	9%	36%[activator]	-19%	29%
FBPA Giardia inh	-1%	-4%	-4%	1%	.	?	6%	.
CHX counter	-1	2	-1	-4	66*	0	-3	.
HCV inhibitor	?	3%	?	14%	?	12%	14%	14%
Pf growth 96h	-16%	-14%	-5%	-19%	144%[activator]	-6%	?	80%[activator]

17) Cc1ccc(-n2c(=O)cc(N3CC(C)CC(C)C3)[nH]c2=O)cc1 (configuration not stated)
18) COc1cccc(N(C(=O)c2snc(C(N)=O)c2N)C(C(=O)NCC2CCCO2)c2ccc(F)cc2)c1 (configuration not stated)
19) CC(C)(Cc1ccc(O)cc1)NC(=O)CC(=O)N=Nc1c(O)[nH]c2cc(Br)ccc12
20) COC(=O)c1cc2c(s1)-c1ccccc1OC2
21) COc1ccc(/C=C(\C#N)c2cc(OC)c(OC)cc2[N+](=O)[O-])cc1
22) Cc1nn(-c2ccc(Br)cc2)c(=O)c2ccccc12
23) CC(OC(=O)/C=C/c1ccco1)C(=O)NC1CCCCC1C (configuration not stated)
24) Cc1cc(-c2n[nH]c(=S)n2-c2ccccc2C)cs1

assay / entry	17	18	19	20	21	22	23	24
Shiga toxin inh	-4	-10	12	64*	-4	125*	.	26
Pf growth 48h	14%	?	?	.	-5%	105%[activator]	-9%	-4%
FBPA Giardia inh	3%	3%	3%	2%	-1%	-2%	.	-1%
CHX counter	-2	-5	-2	28*	-4	70*	.	12
HCV inhibitor	6%	-6%	15%	15%	-9%	13%	?	-17%
Pf growth 96h	-31%	13%	?	-3%	33%[activator]	200%[activator]	-14%	-20%

25) CC(=O)c1ccc(N2CCN(C(=O)CCS(=O)(=O)c3ccc4c(c3)NC(=O)CS4)CC2)cc1
26) CCn1c(SCC(=O)C(C)(C)C)nnc1-c1ccccn1
27) CCC(CC)NC(=O)COC(=O)CCC(=O)c1cccs1
28) CCC(C)OC(=O)n1ccc(C(=O)Nc2nccs2)n1 (configuration not stated)
29) CC(=O)N1c2ccc(S(=O)(=O)N(C)C3CCCCC3)cc2CC1C (configuration not stated)
30) Cc1ccn(C(=O)c2cc3c(C)nn(-c4ccccc4)c3s2)n1
31) COC(=O)c1sccc1-n1cccc1C(=O)N1CCOCC1
32) CC(C)CN1C(=O)C(=O)N(CC(=O)NC2CCCc3ccccc32)C1=O (configuration not stated)

assay / entry	25	26	27	28	29	30	31	32
Shiga toxin inh	55*	12	-4	68*	2	-12	9	3
Pf growth 48h	?	3%	-1%	49%[activator]	-3%	31%[activator]	-7%	5%
FBPA Giardia inh	.	1%	3%	-7%	.	5%	-1%	-1%
CHX counter	44*	-3	-5	32*	11	9	-2	13
HCV inhibitor	-6%	7%	8%	14%	-1%	-4%	6%	13%
Pf growth 96h	?	?	23%	-2%	14%	?	?	16%

33) CCOc1cc(C2C(C(=O)N3CCOCC3)=C(C)NC3=C2C(=O)CCC3)ccc1O (configuration not stated)
34) O=C(NCc1n[nH]c(=S)n1-c1ccc(Cl)c(Cl)c1)c1ccc(S(=O)(=O)N2CCCCC2)cc1
35) COc1ccc(/C=C2\SC(N)=NC2=O)cc1Cl
36) Nc1cccc(C(=O)O)c1
37) Cc1cccc(N2CCN(C(=O)C(NS(=O)(=O)c3cccs3)c3ccccc3)CC2)c1C (configuration not stated)
38) Cc1ccccc1S(=O)(=O)Cc1ccc(C(=O)NCCN2CCN(Cc3ccccc3)CC2)o1
39) O=C(COC(=O)c1ccc(O)cc1)c1ccc(S(=O)(=O)N2CCCCC2)cc1
40) O=C(N/N=C/c1ccccc1[N+](=O)[O-])c1ccncc1

assay / entry	33	34	35	36	37	38	39	40
Shiga toxin inh	-11	-4	-7	30	-9	-17	.	40*
Pf growth 48h	.	1%	-3%	-16%	?	?	2.9µM*	75%[activator]
FBPA Giardia inh	-21%	21%	-4%	3%	0%	4%	.	0%
CHX counter	-3	-2	-2	7	4	-2	.	21*
HCV inhibitor	28%	13%	2%	-10%[8.37 µM]	-27%	-27%&4%	?	3%
Pf growth 96h	-3%	-17%	41%[activator]	10%	.	1%	?	0.17µM*

The closing 2 records of the part above lead into the next.
39) O=C(COC(=O)c1ccc(O)cc1)c1ccc(S(=O)(=O)N2CCCCC2)cc1
40) O=C(N/N=C/c1ccccc1[N+](=O)[O-])c1ccncc1
41) O=C(Nc1cccc(S(=O)(=O)N2CCOCC2)c1)c1ccccn1
42) O=C(COc1cccnc1[N+](=O)[O-])Nc1ccc(N2CCOCC2)cc1
43) CCCCCCn1c(=O)c(C(=O)Nc2ncccc2C)c(O)c2ccccc21
44) O=C(CCc1nnc(CCCCc2ccccc2)o1)N1CCC(N2CCCC2)CC1
45) CCOC(=O)c1cc(CC)sc1N1C(=O)CC(Sc2ccccc2C(=O)O)C1=O (configuration not stated)
46) CN1CCN(c2ccc(NC(=O)COc3ccccc3)cc2Cl)CC1
47) CC(=O)c1cccc(NC(=O)COC(=O)COc2ccc(Cl)cc2)c1
48) Cc1cc(C)c2c(CC(=O)N3CCCC3)coc2c1

assay / entry	39	40	41	42	43	44	45	46	47	48
Shiga toxin inh	.	40*	30	-15	-7	12	-2	83*	9	3
Pf growth 48h	2.9µM*	75%[activator]	18%	15%	?	?	-6%	32%[activator]	22%	-6%
FBPA Giardia inh	.	0%	-25%	11%	-5%	-2%	15%	10%	4%	13%
CHX counter	.	21*	11	-2	-1	-7	7	44*	0	5
HCV inhibitor	?	3%	-16%	12%	?	-2%	1%	-20%	15%	-10%
Pf growth 96h	?	0.17µM*	?	2%	?	15%	-2%	-3%	56%[5.75 µM]	1%

49) O=C1CSC(=S)N1/N=C/c1ccc(Cl)c([N+](=O)[O-])c1
50) CC1(C)Cc2c(sc3nc4n(c(=N)c23)CCC4)CO1
51) COCC1=C(C(=O)OC)C(c2cccs2)n2ncnc2N1 (configuration not stated)
52) CN(Cc1ccccc1)C(=O)c1nc2ccccn2c1CN1CCCC1c1nccs1 (configuration not stated)
53) CCNC(=O)CN1C(=O)NC2(CCCCCC2)C1=O
54) CSc1ccccc1NC(=O)c1cc2ncc(Br)cn2n1
55) Cc1cnc(C(=O)OC(C(=O)c2c[nH]c3ccccc23)c2ccccc2)cn1 (configuration not stated)
56) Cc1ccc2cc(CN(CCCO)S(=O)(=O)c3cccc4nsnc34)c(=O)[nH]c2c1C

assay / entry	49	50	51	52	53	54	55	56
Shiga toxin inh	8	-9	1	-15	-14	94*	.	-19
Pf growth 48h	?	-6%	-3%	6.6µM*	.	63%[activator]	13%	-14%
FBPA Giardia inh	15%	-5%	2%	0%	2%	-4%	.	-1%
CHX counter	12	-1	-2	15	-6	18*	.	-3
HCV inhibitor	.	-23%	9%	-2%	-3%	0%	?	2%
Pf growth 96h	?	21%	-2%	?	-29%	20%	32%[activator]	?

57) COc1ccc(CC(=O)NNc2ncnc3c2cnn3C)cc1
58) CCCC(C)NC(=O)C1CCN(S(=O)(=O)c2ccccc2)CC1 (configuration not stated)
59) COC(=O)c1sc(=S)n(-c2cc(F)ccc2F)c1N
60) Cc1cccc(N2CCN(C(=O)/C=C/c3cccs3)CC2C)c1 (configuration not stated)
61) COc1ccc(Cl)cc1NC(=O)CSc1nnc(Cc2cccn2C)n1-c1ccc(F)cc1
62) CCCC(=O)Nc1ccc(Cl)c(NC(=O)c2ccc(Br)o2)c1
63) COc1ccc(CCNC(=O)CN(c2ccccc2)S(C)(=O)=O)cc1OC
64) CCN1CCN(C(=O)CSc2cc(=O)n(C)c3ccccc23)CC1
65) CCn1c(C)nc2cc(C(=O)NNC(=O)Nc3cccc(Cl)c3)ccc21
66) C/C=C1\C(=O)CC2C3CCC4=CC(=O)CC[C@]4(C)C3CC[C@]12C (some centres not stated)

assay / entry	57	58	59	60	61	62	63	64	65	66
Shiga toxin inh	12	33	-7	13	-14	-14	14	18	-3	-6
Pf growth 48h	25%	.	14%	?	13µM*	?	-3%	50%[activator]	25%	.
FBPA Giardia inh	-10%	3%	-9%	-8%	-7%	-8%	1%	-8%	5%	4%&7%
CHX counter	-3	-2	-3	8	-5	-1	-1	10	-4	-5
HCV inhibitor	-17%	2%	4%	-22%	?	?	1%	-6%	-8%	.
Pf growth 96h	-24%	37%[activator]	?	?	?	?	.	?	25%	.
